# H1N1 NS1A inhibition – NS1A inhibition, H1N1 influenza, cell based functional assay (AID 504329); NS1A functional cell-based assay, percent inhibition; higher % means a stronger effect; one-dose inhibition, % at 12.5 µM; IC50 in µM for titrated hits; actives 0.3% (n = 340,000); in the data active means a potency from the dose series; inconclusive means inhibition above about 27% without an active follow-up result; further: strong numbers were not always called active
# VEEV TC-83 Vero – inhibitors of VEEV TC-83 cytopathic effect, confirmation, Vero cells (AID 588727). one-dose inhibition, % at 20 µM; IC50 in µM for titrated hits. Vero cells, VEEV TC-83 cytopathic effect inhibition; higher % means a stronger effect. actives 0.13% (n = 350,000); in the data active means a potency from the dose series; inconclusive means inhibition mostly from about 14% at the one dose, without a potency; inactive means the rest, 99 in 100 with inhibition below about 12%; further: strong numbers were not always called active
# PhoP GFP inhibition – Inhibition of PhoP regulon, Salmonella typhi GFP reporter cells, confirmation, 4 h (AID 1850); Salmonella Typhi PhoP-promoter GFP reporter, fluorescence, 4 h; higher % means a stronger effect; one-dose inhibition, % at 50 µM; IC50 in µM for titrated hits; actives 0.33% (n = 310,000); in the data active means a potency from the dose series; inconclusive means inhibition mostly from about 25% at the one dose, without a potency; inactive means the rest, 99 in 100 with inhibition below about 19%;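 further: 0% = induced wells with vehicle and 100% = uninduced wells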
# tuberculosis growth – growth inhibition of non-replicating M. tuberculosis (AID 488890); Mycobacterium tuberculosis non-replicating, growth inhibition; higher % means a stronger effect; one-dose inhibition, % at 25 µM; IC50 in µM for titrated hits; actives 0.39% (n = 320,000); in the data active means a potency from the dose series; inconclusive means inhibition mostly from about 82% at the one dose, without a potency; inactive means the rest, 99 in 100 with inhibition below about 76%;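 further: plate controls were DMSO cells for no effect and high antibiotic wells for full effect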
# M. tuberculosis HTS – M. tuberculosis growth inhibition, HTS (AID 449762) | M. tuberculosis H37Rv growth inhibition, 7H9 media; higher % means a stronger effect | inhibition, % at 25 µM, or IC50 in µM where a hit was titrated | actives 0.59% (n = 330,000); in the data active means a potency from the dose series; inconclusive means inhibition above about 70% without an active follow-up result;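 further: bacterial growth assessed after seven days of incubation; strong numbers were not always called active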
# VEEV TC-83 Vero 10K pilot screen – second read-out of VEEV TC-83 Vero, no call of its own (marks repeat the call); inhibition, %; measured here: 10K pilot screen inhibition
# * = called active by the depositor; i = inactive; ? = inconclusive; . = no result given.
SMILES,H1N1 NS1A inhibition,VEEV TC-83 Vero,PhoP GFP inhibition,tuberculosis growth,M. tuberculosis HTS,others
O=C(Cc1ncc(C(F)(F)F)cc1Cl)NNc1cccc(F)n1,-3%,1.2%,-1%,0%,0%,
COc1ccc(-c2ccnc(-c3ccc(O)cc3)n2)cc1,-4%,8.1%,4%,19%,?,
O=S1(=O)N[C@H](c2ccccc2)C[C@H](c2ccc(C(F)(F)F)cc2)O1,5%,2.6%,-2%,71%,-3%,
CCOc1cc(/C=C2\CN(CC)C/C(=C\c3ccc(O)c(OCC)c3)C2=O)ccc1O,14%,?,7%,38%,?,
O=C(COC(=O)c1cc(=O)[nH]c2ccccc12)NCc1cccc(Cl)c1,2%,0.6%,.,28%,7%,
C=CCN1N=C(/C=C/c2ccc(OC)cc2)CCC1=O,-6%,0.3%,1%,-9%,7%,
O=C(CN1C(=O)c2ccccc2S1(=O)=O)N1CCc2ccccc21,-2%,0.5%,-3%,-2%,-4%,
Cc1cccc2cc(CN(CCCO)C(=O)Nc3cccc(Cl)c3)c(=O)[nH]c12,-18%,7.6%,-2%,12%,2%,
COc1nc(SC)nc(Cl)c1Cc1ccc(OC(C)C)cc1,-3%,1.7%,-9%,-1%,0%,
Cc1ccc2nsnc2c1NC(=O)c1cccc([N+](=O)[O-])c1,.,.,1%,-1%,1%,
O=C(O)C1=C[C@H](c2cccs2)C[C@H](OCCCCO)O1,3%,i,-2%,27%,1%,
O=C(NNc1nc2ccccc2s1)c1ccccc1F,24%,0.5%,9%,?,22µM*,
O=C(N/N=C/c1ccccc1O)/C(=C/c1ccccc1)CCO,-6%,?,8%,66%,-8%,
Cc1ccc(NC(=O)CSC2=NN3CCCC(=O)N=C3S2)cc1Cl,3%,2.4%,14%,4%,?,
COc1ccc(S(=O)(=O)N2CCCCCC2)cc1C(=O)N(C)CC(=O)Nc1ccc(F)cc1,-2%,7.0%,-6%,3%,-4%,
Cc1cc(Cl)c(S(=O)(=O)NCc2ccccc2)cc1OCC(N)=O,-3%,3.2%,1%,7%,-15%,
CCCN(C(=O)C1CCN(S(=O)(=O)c2ccc(OC)c(OC)c2)CC1)C1CCS(=O)(=O)C1 (stereo not given),-3%,0.3%,3%,1%,4%,
O=C(N/N=C/c1ccc(Br)s1)c1ccccc1[N+](=O)[O-],12%,5.3%,-9%,.,-4%,VEEV TC-83 Vero 10K pilot screen=4.1
COc1cccc(-c2nnn(CC(=O)N3CCCCC3)n2)c1,-3%,2.5%,1%,10%,0%,
Cc1ccc(/C=N/NC(=O)c2ccncc2)cc1,0%,i,6%,58%,?,
CC(=O)Nc1ccc(S(=O)(=O)N2CCN(CC(O)COc3ccc4ccccc4c3)CC2)cc1 (stereo not given),8%,i,6%,.,.,
Cc1ccc2nc(/N=C(\N)NC(=O)N3c4ccccc4Sc4ccccc43)nc(C)c2c1,-2%,6.3%,8%,.,4%,
CCOc1ccc(N2CC(NC(=O)c3ccc4ccccc4c3)CC2=O)cc1 (stereo not given),-1%,1.0%,2%,-7%,12%,
COc1ccc(C(=O)C(C)[n+]2ccc(C)c3ccccc32)cc1[N+](=O)[O-] (stereo not given),-23%,0.2%,-8%,13%,-4%,
O=C(CN(Cc1ccc(Br)cc1)S(=O)(=O)c1ccccc1)NCC1CCCO1 (stereo not given),10%,6.8%,-7%,8%,1%,

# Grouped by structure, the compounds so far with a nitro group on carbon.
SMILES,H1N1 NS1A inhibition,VEEV TC-83 Vero,PhoP GFP inhibition,tuberculosis growth,M. tuberculosis HTS,others
Cc1ccc2nsnc2c1NC(=O)c1cccc([N+](=O)[O-])c1,.,.,1%,-1%,1%,
O=C(N/N=C/c1ccc(Br)s1)c1ccccc1[N+](=O)[O-],12%,5.3%,-9%,.,-4%,VEEV TC-83 Vero 10K pilot screen=4.1
COc1ccc(C(=O)C(C)[n+]2ccc(C)c3ccccc32)cc1[N+](=O)[O-] (stereo not given),-23%,0.2%,-8%,13%,-4%,

# The list continues.
SMILES,H1N1 NS1A inhibition,VEEV TC-83 Vero,PhoP GFP inhibition,tuberculosis growth,M. tuberculosis HTS,others
O=C(NCc1cccnc1)/C(=N\O)c1ccccc1,0%,2.6%,2%,7%,-3%,
COC(=O)c1ccc(NC(=O)COc2ccc3c(c2)OCO3)cc1,6%,1.2%,-8%,79%,50%,
CCOc1ccc(Nc2ncnc3ccc([N+](=O)[O-])cc23)cc1,0%,1.8%,-5%,31%,-8%,
CCOC(=O)CN1C(=O)C(C)(C)Oc2ccc(C(=O)NC(C)(C)CC)cc21,-3%,2.3%,-7%,-8%,-4%,
O=C(NCC(=O)N(CCN1CCOCC1)C(C(=O)NC1CCCC1)c1ccccc1)c1cccs1 (stereo not given),3%,1.1%,-9%,6%,2%,
CC1=C(OC(=O)c2ccccc2)C(C)(C)C(c2ccc(Br)cc2)OC1=O (stereo not given),2%,5.9%,18%,1%,-6%,
CCN(c1ccccc1)S(=O)(=O)c1ccc(Oc2ccccc2C(C)=O)nc1,-20%,2.4%,.,25%,-4%,
Cc1cc(C(=O)N(C)Cc2c(F)cccc2Cl)c2ccccc2n1,2%,1.1%,18%,15%,0%,
O=C(O)C(Oc1ccc2c(c1)oc(=O)c1ccccc12)c1ccccc1 (stereo not given),1%,i,3%,13%,-9%,
Cc1ccnc(N2CCC(C(=O)Nc3nnc(C)s3)CC2)n1,-2%,1.1%,-3%,25%,1%,
O=C(COc1ccccc1Cl)Nc1ccccc1C(=O)N1CCCCC1,-3%,5.6%,-10%,-1%,-14%,
C=CCn1c(=N)c(S(=O)(=O)c2ccc(C)c(C)c2)cc2c(=O)n3ccccc3nc21,4%,4.1%,-2%,7%,4%,
O=C(Cn1nc(Cc2cccnc2)c2ccccc2c1=O)NCc1ccc(F)cc1,28%,i,6%,-6%,-2%,VEEV TC-83 Vero 10K pilot screen=0.0
O=C(Nc1ccc(F)cc1)Nc1ccccc1C(=O)NCCN1CCNC1=O,.,i,-11%,-11%,1%,
Cc1ccc(NC(=O)CSC(C)C(=O)OCC(=O)N2CCN(C(=O)c3ccco3)CC2)cc1 (stereo not given),-4%,3.0%,6%,-4%,37%,
O=C(Nc1nnc(-c2cccnc2)o1)c1ccccc1Cl,3%,0.1%,-2%,.,1%,
CCCS(=O)(=O)N1CCCC(C(=O)NCCCN(C)Cc2ccccc2)C1 (stereo not given),-3%,1.2%,-12%,-2%,0%,
O=C(O)c1ccc2c(c1)CCC2,.,0.2%,-2%,-7%,-2%,
CC1C(c2ccccc2)OC(=O)N1C (stereo not given),0%,1.3%,.,.,.,
O=C(CCc1nc2ccccc2[nH]c1=O)OCC(=O)N1CCc2ccccc21,9%,1.7%,-5%,4%,-7%,
Cc1nc(SCC(=O)Nc2ccc(C)c(F)c2)c2oc3ccccc3c2n1,1%,1.6%,4%,3%,5%,
Cc1cccc(C(=O)O/N=C(\N)Cc2cccc3ccccc23)c1,-12%,8.2%,-6%,28%,65%,
COc1cc(C(=O)NC(=S)Nc2ccccc2[N+](=O)[O-])cc(OC)c1OC,13%,i,1%,-19%,5%,
O=C(O)c1oc2ccccc2c1CSCc1ccccc1,-5%,0.2%,2%,21%,8%,
Cc1ccc(N(CCC#N)C(=O)CSc2nnc3ccccn23)cc1,-1%,1.3%,.,-16%,-8%,

# Six records drawn at random from those above, as already listed:
SMILES,H1N1 NS1A inhibition,VEEV TC-83 Vero,PhoP GFP inhibition,tuberculosis growth,M. tuberculosis HTS,others
O=C(Nc1ccc(F)cc1)Nc1ccccc1C(=O)NCCN1CCNC1=O,.,i,-11%,-11%,1%,
O=C(O)c1ccc2c(c1)CCC2,.,0.2%,-2%,-7%,-2%,
Cc1cccc(C(=O)O/N=C(\N)Cc2cccc3ccccc23)c1,-12%,8.2%,-6%,28%,65%,
O=C(Cn1nc(Cc2cccnc2)c2ccccc2c1=O)NCc1ccc(F)cc1,28%,i,6%,-6%,-2%,VEEV TC-83 Vero 10K pilot screen=0.0
CCOc1ccc(Nc2ncnc3ccc([N+](=O)[O-])cc23)cc1,0%,1.8%,-5%,31%,-8%,
O=C(O)c1oc2ccccc2c1CSCc1ccccc1,-5%,0.2%,2%,21%,8%,

# New compounds follow:
SMILES,H1N1 NS1A inhibition,VEEV TC-83 Vero,PhoP GFP inhibition,tuberculosis growth,M. tuberculosis HTS,others
CCOC(=O)c1c(C)[nH]c(C(=O)OC(C)C(=O)NC2CCCCC2C)c1C (stereo not given),-8%,9.2%,.,16%,-1%,
CCOc1ccc(-c2nnc(SCC(=O)N(CC)CC)n2N)cc1,0%,0.6%,-3%,2%,3%,
CC(C)N(Cc1ccccc1)S(=O)(=O)c1ccc(Cl)nc1,-4%,1.1%,-2%,-12%,-5%,
CCCCN1CC(O)=C(c2nc3ccccc3[nH]2)C1=N,10%,5.8%,1%,-5%,-11%,
CCN(CC)C(=O)CSc1nnc2nnc3cc(Cl)ccc3n12,0%,i,-7%,79%,?,
COc1ccccc1NC(=O)Cn1nnc(C(=O)Nc2ccccc2)c1N,3%,i,-6%,-16%,-8%,
C/C(=N/NC(=O)c1cccs1)c1cccc(NC(=O)C2CC2)c1,2%,8.8%,-11%,79%,16%,
Clc1ccc(CN2CCC(c3nc4ccc(Cl)cc4[nH]3)CC2)cc1,17%,i,?,?,43%,
O=C(NCc1ccccc1)NC1CC2CCC(C1)N2Cc1ccco1 (stereo not given),2%,1.2%,20%,-8%,1%,
CCC(C(=O)OCC(=O)Nc1c(C)n(C)n(-c2ccccc2)c1=O)c1ccccc1 (stereo not given),4%,i,-13%,3%,5%,
O=C(c1cncc(Br)c1)N1CCN(S(=O)(=O)c2ccc3ccccc3c2)CC1,-9%,3.8%,.,35%,5%,
COc1ccc(C2c3c(ncn(CCN4CCOCC4)c3=N)Oc3ccc4ccccc4c32)cc1 (stereo not given),9%,i,0%,45%,42%,
Cc1ccc(-c2nn(-c3ccccn3)c(=O)c3ccccc23)cc1,0%,6.3%,-8%,49%,55%,
COC(=O)c1cc(COc2ccc3c4c(c(=O)oc3c2)CCCC4)c(C)o1,-3%,1.2%,-6%,-7%,8%,
COc1ccc(C(=O)/C=C/c2ccc(OCc3ccccc3)cc2)cc1CSCC(=O)O,19%,10%,2%,19%,-3%,
COc1cc(NC(=S)NCCc2ccc(S(N)(=O)=O)cc2)c(OC)cc1Cl,-5%,2.7%,8%,42%,1%,
CCOC(=O)N1CCN(C(=O)c2ccc(SC)cc2OC)CC1,-11%,1.5%,-3%,3%,-3%,
O=C(NC1CCN(C(=O)Nc2cccc(Cl)c2)CC1)C1CCCCC1,4%,0.3%,-11%,-2%,7%,
CCc1c(Nc2ccccc2C)nc(N)[nH]c1=O,-2%,0.3%,.,.,.,
CC(C)(C)OC(=O)N1CCN(C(=O)c2nc[nH]c2C(=O)N2CCN(c3ccccc3)CC2)CC1,-5%,0.5%,.,-17%,-9%,
CC(=O)c1c(C)nc2sc3c(=N)n(N)cnc3c2c1-c1ccc(Cl)cc1,-7%,0.6%,-5%,14%,-2%,
CCOC(=O)c1cc(C)n(CCCN2CCOCC2)c1C,7%,i,-8%,3%,-2%,
O=c1c2ccccc2nc2c3ccccc3cnn12,2%,5.5%,-4%,21%,-6%,
Cn1ncc2c(N3CCOCC3)ncnc21,8%,0.2%,5%,-7%,-4%,
CC(=O)Nc1ccc(S(=O)(=O)N2CCOCC2)cc1,1%,i,-12%,10%,-11%,VEEV TC-83 Vero 10K pilot screen=0.5
C=CCn1c(O)c(N=NC(=O)c2ccc3c(c2)OCO3)c2ccccc21,5%,0.5%,-2%,12%,55%,
CCN(CC)S(=O)(=O)c1cc(NS(=O)(=O)c2cccs2)ccc1C,0%,0.1%,.,1%,-1%,
Cc1cc(C)cc(NC(=O)CS(=O)(=O)c2ccccc2)c1,1%,3.4%,-2%,23%,3%,

# Screening results as filed in PubChem.
